# ALOX12 inh: Primary qHTS assay for inhibitors of human arachidonate 12S-lipoxygenase (ALOX12): Round 2; purified 12hLO, xylenol orange hydroperoxide absorbance; Polyunsaturated fatty acid lipoxygenase ALOX12 (Homo sapiens), P18054; 1.1% of 580,000 active; AID 1671190, 2021; Potency, µM (titrated, usually from 108 µM), for inactives: top-dose activity change, negative = inhibition, most hits filed as inhibitors; also: potency is read from the fitted curve at half-maximal effect; % is scaled to controls: 0 for no effect and ±100 for the full control effect
# Target sequence (P18054 whole entry, looked up): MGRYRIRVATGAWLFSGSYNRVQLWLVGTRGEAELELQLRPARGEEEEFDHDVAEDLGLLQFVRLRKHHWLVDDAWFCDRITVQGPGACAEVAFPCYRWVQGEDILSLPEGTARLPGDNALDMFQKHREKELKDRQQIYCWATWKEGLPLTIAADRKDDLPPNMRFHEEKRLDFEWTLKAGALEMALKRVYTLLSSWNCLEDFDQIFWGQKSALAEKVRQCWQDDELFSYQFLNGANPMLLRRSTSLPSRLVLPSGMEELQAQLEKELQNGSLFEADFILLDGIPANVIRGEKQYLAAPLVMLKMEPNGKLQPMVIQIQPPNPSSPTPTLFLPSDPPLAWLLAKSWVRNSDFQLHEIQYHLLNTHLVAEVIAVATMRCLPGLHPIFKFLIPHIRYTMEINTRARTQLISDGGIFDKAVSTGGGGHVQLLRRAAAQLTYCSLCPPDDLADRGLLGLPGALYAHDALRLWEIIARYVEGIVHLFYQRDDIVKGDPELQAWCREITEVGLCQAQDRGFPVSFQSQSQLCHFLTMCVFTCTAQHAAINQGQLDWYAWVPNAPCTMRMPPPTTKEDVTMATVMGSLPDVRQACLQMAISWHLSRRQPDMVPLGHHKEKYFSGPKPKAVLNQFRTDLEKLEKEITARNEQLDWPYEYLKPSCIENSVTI
#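 Hydroperoxide product was detected by ferrous iron/xylenol orange as the 573 to 405 nm absorbance ratio. Arachidonic acid at 40 uM (final) was turned over for 30 min at room temperature by 150 nM human 12hLO, pH 7.0 Hepes buffer, after 15 min compound preincubation.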
# ERG Ets-DNA blk: qHTS for Small Molecule Inhibitors of the ERG Ets/DNA interaction. Transcriptional regulator ERG (Homo sapiens), P11308. fluorescence polarization, His-ERG Ets domain / labelled DNA. Potency, µM (titrated, usually from 76.9 µM), for inactives: at the highest dose FP activity, negative = inhibition, most hits filed as inhibitors. 0.028% of 370,000 active. AID 624246, 2012; active = well fitted inhibition curve with a large enough effect in the polarisation, with a control signal flat; inconclusive = small, poorly fitted or top-dose-only effect, or effect the other way, or a change in a side signal; inactive = no such curve, though single readings can be large or run the other way; the % refers to the polarisation;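 also: polarization taken with two DNA probes labelled with fluorescein and Texas red; potency is read from the fitted curve at half-maximal effect; % of control where 0% means no effect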
#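 His-tagged ERG Ets domain (1 uM in the protein solution; 300mM KCl, 50mM Tris-HCl, 1mM EDTA, 1mM DTT, pH 7.5) received compound, then a probe mix of 5 nM fluorescein-DNA and 100nM Texas-615-DNA. Fluorescence polarization was read for both dyes.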
# LDHA inh: qHTS assay for inhibitors of human lactate dehydrogenase | 0.15% of 480,000 active | L-lactate dehydrogenase A chain (Homo sapiens), P00338 | activity change, % (values are at about 110 or 230 µM) | purified LDHA, NADH/diaphorase-resazurin fluorescence; stronger effect = lower value | AID 1347041, 2019; in the data active = activity change below about -30%; inconclusive = mostly about -25% to -30%;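 also: plate controls were DMSO wells for no effect and wells without enzyme for full effect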
#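 Remaining NADH was detected by diaphorase (0.133 mg/mL) converting 37 µM resazurin to fluorescent resorufin, read at 0 and 20 minutes. The preceding 5-minute room-temperature reaction used 2 nM LDHA, 0.2 mM sodium pyruvate and 0.06 mM NADH at pH 7.4.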
# Apoferritin bind: qHTS Assay for Identification of Novel General Anesthetics; apoferritin/1-aminoanthracene competitive binding, fluorescence; Ferritin light chain (Equus caballus), P02791; Potency, µM (highest dose often 77.5 µM), inactives show at the top dose activity change, negative = displacement, hits mostly inhibitors; 0.074% of 350,000 active; also: potency is read from the fitted curve at half-maximal effect; % is scaled to controls: 0 for no effect and ±100 for the full control effect; nearly all actives have a fitted effect of over 20% in size
#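 10 uM apoferritin + 50% sat. 1-AMA, PBS; cpd 10 min RT; Ex380/Em535 endpoint; normalized to free probe vs complex; 4-param Hill fit; propofol titration as pos. ctrl.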
# RGS4 inh: Inhibitors of Regulator of G Protein Signaling (RGS) 4: qHTS | Regulator of G-protein signaling 4 (Homo sapiens), P49798 | 0.039% of 390,000 active | AID 504845, 2011 | Transcreener GDP fluorescence polarization, RGS4-accelerated GTP hydrolysis | Potency, µM (titrated, usually from 114 µM), for the others: at the top dose activity change, negative = inhibition, usual class: inhibitors; also: potency is read from the fitted curve at half-maximal effect; % is scaled to controls: 0 for no effect and ±100 for the full control effect; nearly all actives have a fitted effect of over 75% in size; some results filed as inactive show a strong effect at the top dose
#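 MLSMR compounds (23 nl, pin-transferred) preincubated 10 min at room temperature with a 500nM (2x) first reagent, then RGS4 at 900nM (2x) plus Transcreener GDP mix added; fluorescence polarization (620/688 nm) read before and after 90 min at 30 °C.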
# POLH inh: qHTS for Inhibitors of Polymerase Eta; DNA polymerase eta (Homo sapiens), Q9Y253; 1.2% of 390,000 active; recombinant Pol eta, fluorescent DNA replication assay; Potency, µM (titrated, usually from 114 µM), for the others: top-dose activity change, negative = inhibition, hits mostly inhibitors; also: potency is read from the fitted curve at half-maximal effect; % is scaled to controls: 0 for no effect and ±100 for the full control effect
#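 Pol eta (10 nM) was preincubated with compounds for 15 min at room temperature, after which fluorescent replication substrate (50 nM final) was added to start the reaction. Fluorescence was read kinetically at 0 and 10 min.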
# Pol kappa inh: qHTS for Inhibitors of Polymerase Kappa; DNA polymerase kappa (Homo sapiens), Q9UBT6; purified Pol kappa, fluorescent DNA synthesis assay, 10 min; Potency, µM (series often up to 107 µM), for inactives: at the top dose activity, negative = inhibition, hits mostly inhibitors; 0.53% of 400,000 active; AID 588579, 2011; also: potency is read from the fitted curve at half-maximal effect; % is scaled to controls: 0 for no effect and ±100 for the full control effect
#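 Fluorescent qHTS in 1536-well format: enzyme (10 nM) and compound sat 15 min at room temperature before 50 nM substrate (final) was added. Signal taken at 0 and 10 min; no-enzyme buffer wells were negative controls.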
# APEX1 inh: qHTS Assay for Inhibitors of the Human Apurinic/apyrimidinic Endonuclease 1 (APE1); DNA repair nuclease/redox regulator APEX1 (Homo sapiens), P27695; recombinant APE1, TAMRA/BHQ-2 abasic DNA cleavage fluorescence; Potency, µM (top dose mostly 65.8 µM), for inactives: top-dose activity change, negative = inhibition, actives largely listed as inhibitors; AID 2517, 2012; 0.35% of 350,000 active;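 also: potency is read from the fitted curve at half-maximal effect; plate controls were vehicle for no effect and reference inhibitor for full effect; nearly all actives have a fitted effect of over 55% in size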
# Target sequence (P27695 whole entry, looked up): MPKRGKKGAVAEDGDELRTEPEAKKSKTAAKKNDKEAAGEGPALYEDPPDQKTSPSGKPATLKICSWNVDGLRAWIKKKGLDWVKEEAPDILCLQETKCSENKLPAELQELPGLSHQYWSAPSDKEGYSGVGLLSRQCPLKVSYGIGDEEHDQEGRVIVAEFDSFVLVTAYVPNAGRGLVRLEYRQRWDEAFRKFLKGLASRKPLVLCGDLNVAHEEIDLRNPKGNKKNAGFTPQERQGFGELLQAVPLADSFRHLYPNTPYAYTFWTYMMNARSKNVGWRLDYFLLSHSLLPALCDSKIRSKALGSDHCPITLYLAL
#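 Activity was derived from the fluorescence gain between first and third kinetic reads (60 s intervals, ex 525/em 598 nm) after 50 nM THF-abasic TAMRA/BHQ-2 duplex was added to 0.75 nM APE1 preincubated 15 min with compound.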
# POLB inh: qHTS Assay for Inhibitors of DNA Polymerase Beta. P06746. 1.3% of 340,000 active. AID 485314, 2010. Potency, µM (highest dose often 114 µM), for the others: at the top dose activity change, negative = inhibition, actives largely listed as inhibitors. Pol beta primer extension/strand displacement, fluorescence kinetic; also: potency is read from the fitted curve at half-maximal effect; % is scaled to controls: 0 for no effect and ±100 for the full control effect
#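 Values derive from four-parameter Hill fits of normalized kinetic data: reads at 0 and 10 min following addition of 50 nM substrate to 10 nM Pol beta preincubated 15 min with compound.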
# * hit, by the source's call; u = inconclusive; x = no result given; & = joins results of further samples; [ ] = remark or other dose. Unless noted, calls follow the shape of the dose curve; as a rule, active = well fitted curve in the direction sought with a large enough effect; inconclusive = small, poorly fitted or top-dose-only effect, or another doubt; inactive = no such curve, though single readings can be large; an effect the other way counts as inactive or inconclusive. A portion of the library, so the mix of outcomes need not match the whole.
1. Cc1cc(C)c(C)c(S(=O)(=O)Nc2ccc(OCC(=O)O)cc2)c1C
2. Fc1cccc(Cl)c1Cn1nnc2c(-n3ccnc3)ncnc21
3. CCCCNC(=O)CC(=O)Nc1ccccc1C(=O)O
4. O=C(O)c1cc2c(ccc3ccccc32)oc1=O
5. O=C(CCCCCn1nnc2ccccc2c1=O)Nc1ccccc1Cl
6. Cc1ccc(-n2[nH]c(C)c(/C=N/Nc3ccc([N+](=O)[O-])cc3[N+](=O)[O-])c2=O)cc1C
7. N#CCCn1c(=O)n(CCC#N)c2ccccc21
8. CCOC(=O)C1=C(C)N(C[C@@H]2CC[C@@H](Cc3ccc(-c4ccccc4)cc3)O2)C(=O)NC1C1CC1 (some centres undefined)

assay / entry,1,2,3,4,5,6,7,8
LDHA inh,-11.6,-11.6,-0.7,x,-2.1,0.9,-3.8,0.0
RGS4 inh,-2.9%,-27.5%,-27.5%,x,-14.2%,2.8%,2.2%,-12.3%
Apoferritin bind,-1.7%,-21.1%,-5.8%,323.7%[activator],-1.5%,-1.2%,-2.0%,x
APEX1 inh,-5.1%,-3.9%,-2.9%,12.6%,-7.0%,0.8%,-0.3%,-15.2%
POLB inh,1.6%,1.0%,32.2%,17.1%,7.0%,-9.2%,9.5%,x
ALOX12 inh,-7.2%,3.2%,-27.3%,-28.9%,-13.1%,-15.3%,1.2%,u
POLH inh,-7.3%,-6.5%,-3.8%,x,-12.0%,20µM*,-22.3%,-21.6%
Pol kappa inh,-15.5%,-8.6%,-7.0%,x,-11.5%,-21.4%,3.4%,-21.3%
ERG Ets-DNA blk,5.3%,-0.6%,0.6%,x,-8.8%,-0.7%,8.9%,-4.9%

# Brought forward from above: four compounds; new compounds follow.
5. O=C(CCCCCn1nnc2ccccc2c1=O)Nc1ccccc1Cl
6. Cc1ccc(-n2[nH]c(C)c(/C=N/Nc3ccc([N+](=O)[O-])cc3[N+](=O)[O-])c2=O)cc1C
7. N#CCCn1c(=O)n(CCC#N)c2ccccc21
8. CCOC(=O)C1=C(C)N(C[C@@H]2CC[C@@H](Cc3ccc(-c4ccccc4)cc3)O2)C(=O)NC1C1CC1 (some centres undefined)
9. CC1C(C#N)=C(N)OC2=C1C(=O)CCC2 (centres undefined)
10. Cc1ccc2c(c1)c1c(c(=O)n(-c3cccc(Cl)c3)c(=O)n1CC(=O)NCCC1=CCCCC1)n2C
11. O=c1cnc2ccccc2n1Cc1ccccc1C(F)(F)F
12. O=C(N/N=C\c1ccc([N+](=O)[O-])o1)c1cncc(Br)c1
13. CC(C)n1cnc2c(Nc3cccc(Cl)c3)nc(N(CCO)CCCO)nc21
14. O=C1C2C3C=CC(CNS(=O)(=O)c4ccccc4)(O3)C2C(=O)N1c1ccc(Cl)cc1 (centres undefined)
15. O=C(COC(=O)COc1ccc(Br)cc1)NC1CCCCCC1
16. CC(=O)N1CCCc2cc(S(=O)(=O)NCCC3=CCCCC3)ccc21

assay / entry,5,6,7,8,9,10,11,12,13,14,15,16
LDHA inh,-2.1,0.9,-3.8,0.0,8.1,-6.2,-7.1,7.5,-2.8,2.0,-5.9,-1.5
RGS4 inh,-14.2%,2.8%,2.2%,-12.3%,-20.4%,0.1%,26.8%,-23.9%,-1.5%,u,11.4%,8.0%
Apoferritin bind,-1.5%,-1.2%,-2.0%,x,-2.9%,-4.5%,8.3%,2.4%,1.3%,-12.2%,x,0.4%
APEX1 inh,-7.0%,0.8%,-0.3%,-15.2%,-0.3%,x,-40.1%,1.6%,0.6%,16.4%,7.8%,-7.5%
POLB inh,7.0%,-9.2%,9.5%,x,-7.8%,31.0%,-27.6%,-19.4%,1.8%,55.3%,x,-26.9%
ALOX12 inh,-13.1%,-15.3%,1.2%,u,0.0%,-16.7%,-6.2%,256.9%[activator],x,-22.3%,445.9%[activator],0.0%
POLH inh,-12.0%,20µM*,-22.3%,-21.6%,-6.9%,-11.7%,0.7%,-9.1%,0.7%,-13.6%,-18.1%,0.0%
Pol kappa inh,-11.5%,-21.4%,3.4%,-21.3%,-10.6%,-4.2%,3.4%,-22.9%,2.6%,-6.8%,-3.9%,5.5%
ERG Ets-DNA blk,-8.8%,-0.7%,8.9%,-4.9%,2.5%,-4.1%,-10.5%,-1.5%,17.1%,x,3.8%,-0.1%

17. COc1ccc(CN2CCN(C(=O)c3c(-c4ccccc4)noc3C)CC2)cc1F
18. COCCn1c(SCC#N)nnc1-c1ccc(OC)cc1
19. CCCC(=O)N1CC2(CCC)CN(C(=O)CCC)CC(CCC)(C1)C2=O
20. Cc1ccccc1C(=O)NC(=S)Nc1ccc(S(=O)(=O)N2CCOCC2)cc1
21. CCOC(=O)c1ccc(NC(=S)NC(=O)c2nn(CC)cc2Br)cc1
22. COc1ccc(Oc2nc(-c3ccccc3)ncc2S(=O)(=O)c2ccccc2)cc1
23. O=C(COc1cccnc1[N+](=O)[O-])c1c[nH]c2ccccc12
24. Cc1ccc2nc(-c3ccc(NS(=O)(=O)c4ccc(F)cc4)cc3)sc2c1
25. O=c1cc(CSc2nnc(NC3CCCCC3)s2)nc2sccn12
26. CCc1ccc(NC(=O)CSc2nnc(CNC(=O)c3c(F)cccc3Cl)o2)cc1
27. NS(=O)(=O)OCC(Cc1ccccc1)N1C(=O)c2ccccc2C1=O (centres undefined)

assay / entry,17,18,19,20,21,22,23,24,25,26,27
LDHA inh,2.5,0.6,-6.5,-6.3,-7.1,-3.4,7.9,-5.2,-6.8,2.4&3.6,-18.5
RGS4 inh,14.0%,-0.8%,13.7%,-27.6%,8.0%,-27.0%,21.2%,9.5%,12.9%,-10.3%,3.3%
Apoferritin bind,x,2.3%,-8.6%,-22.2%,-5.3%,2.1%,-6.1%,1.3%,-14.6%,-18.1%,-13.5%
APEX1 inh,26.3%,-1.9%,-1.3%,2.4%,12.4%,0.9%,0.0%,-10.3%,-3.8%,10.4%,26.4%
POLB inh,x,45.5%,16.5%,12.9%,13.5%,1.0%,5.3%,-3.0%,22.2%,10.4%,0.1%
ALOX12 inh,-1.1%,2.7%,0.0%,u,-14.5%,13.6%,2.6%,-23.0%,-10.7%,0.0%[57.4 µM],-2.7%
POLH inh,1.5%,-4.5%,-1.9%,-6.6%,-16.5%,-13.5%,-10.7%,-15.4%,10.2%,-7.0%,-13.1%
Pol kappa inh,4.0%,-13.1%[60.1 µM],-0.1%,-8.2%,-0.7%,-0.7%,2.4%,-9.7%,-15.0%,-16.2%,-10.0%
ERG Ets-DNA blk,0.6%,x,-9.2%,-12.1%,-0.9%,6.6%,-5.9%,1.7%,1.4%,-7.0%,0.9%
